From PubChem BioAssay
FUS suppressor: suppressors of FUS proteinopathy in yeast; S. cerevisiae FUS-expressing, growth rescue, OD600, 24 h; Potency, µM (titrated, usually from 76.6 µM), for the others: at the top dose growth rescue (activation), actives largely listed as activators; 390,000 tested, 0.24% active; AID 1347120;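 further: potency means the concentration at half of the fitted maximal effect; plate controls were DMSO vehicle for no effect and reference control for full effect; nearly all actives have a fitted effect of over 55% in size; some results filed as inactive show a strong effect at the top dose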
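Galactose (2%) drives FUS expression in yeast precultured in raffinose; seeding density OD 0.005. Test compounds incubated 24hr at 30C and 99% humidity before absorbance at 600 nm was measured.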
Abeta rescue: compounds reversing amyloid beta toxicity in yeast. 410,000 tested, 0.063% active. Potency, µM (titrated, usually from 46.1 µM), for inactives: top-dose growth rescue, usual class: activators. yeast expressing A-beta42, growth rescue, OD600, 48 h; response scale: 0% DMSO, 100% iron-clioquinol control; further: potency means the concentration at half of the fitted maximal effect; nearly all actives have a fitted effect of over 55% in size
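Yeast A-beta toxicity model in growth medium with pinned compounds, 48 h at 30 C; growth read as absorbance at 600 nm. Normalized to FeCl3/clioquinol equimolar mix (positive) and DMSO (negative).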
TDP43 rescue: rescues yeast growth from TDP-43 toxicity | 410,000 tested, 1.8% active | TDP-43 expressing yeast growth rescue, BacTiter-Glo, 24 h | Potency, µM (highest dose often 46.1 µM), inactives show at the highest dose growth rescue (activation), most hits filed as activators | AID 652104; further: potency means the concentration at half of the fitted maximal effect; % of control where 0% means no effect; nearly all actives have a fitted effect of over 50% in size
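In this qHTS, compounds that restore growth of yeast expressing TDP-43 appear as activators. Cells (OD600=0.02, galactose medium, raffinose-pregrown) are incubated with compound 24 hr at 30 deg C and growth is quantified by BacTiter-Glo.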
DRD3 antagonist: antagonists of human D3 dopamine receptor; P35462; D3R cells, DiscoveRx beta-arrestin luminescence, antagonist mode; active compounds read low; max response, negative = inhibition, %; 360,000 tested, 2.5% active; AID 652054; in the data active means max response below about -50%; inconclusive means no clear call, values can overlap the other calls; further: on the % scale 0 is the no-effect control and ±100 the full control effect; mostly tested at two doses, the higher about 12 µM
Target sequence (P35462 whole entry, looked up): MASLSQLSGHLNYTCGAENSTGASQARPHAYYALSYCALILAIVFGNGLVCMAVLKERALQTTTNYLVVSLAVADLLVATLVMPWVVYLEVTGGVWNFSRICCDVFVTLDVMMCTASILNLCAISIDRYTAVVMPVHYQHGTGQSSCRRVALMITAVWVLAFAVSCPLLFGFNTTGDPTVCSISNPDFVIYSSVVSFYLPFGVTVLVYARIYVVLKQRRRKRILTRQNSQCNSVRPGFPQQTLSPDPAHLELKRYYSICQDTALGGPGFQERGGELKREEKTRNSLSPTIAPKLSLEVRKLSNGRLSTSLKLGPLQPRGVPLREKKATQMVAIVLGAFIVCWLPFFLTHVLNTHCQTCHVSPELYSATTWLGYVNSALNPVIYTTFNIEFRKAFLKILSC
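Cells plated overnight at 1500 cells/well, then exposed to library compounds with dopamine controls for 90 minutes at 37 degrees C. DiscoveRx reagent added for 30–60 minutes at room temperature; luminescence read, quantitative HTS format.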
GLP-1R agonist: agonists of human GLP-1 receptor. P43220. HEK293 GLP-1R CRE-luciferase, luminescence, 4-6 h; cells express a hypersensitive GLP-1R form. Potency, µM (highest dose often 45.6 µM), for the others: top-dose activation, actives largely listed as activators. 380,000 tested, 0.007% active; further: potency means the concentration at half of the fitted maximal effect; % of control where 0% means no effect
PTHR1 agonist: agonists of human PTHR1 parathyroid hormone receptor | HEK293 GP2 PTHR1 cells, GloSensor cAMP luminescence, 1 h | Potency, µM (titrated, usually from 115 µM), without a hit: at the top dose activation, most hits filed as activators | 410,000 tested, 0.075% active; further: potency means the concentration at half of the fitted maximal effect; nearly all actives have a fitted effect of over 55% in size; some results filed as inactive show a strong effect at the top dose; inactives centre near -15; many of its hits are not listed in these tables
Target sequence (Q03431 whole entry, looked up): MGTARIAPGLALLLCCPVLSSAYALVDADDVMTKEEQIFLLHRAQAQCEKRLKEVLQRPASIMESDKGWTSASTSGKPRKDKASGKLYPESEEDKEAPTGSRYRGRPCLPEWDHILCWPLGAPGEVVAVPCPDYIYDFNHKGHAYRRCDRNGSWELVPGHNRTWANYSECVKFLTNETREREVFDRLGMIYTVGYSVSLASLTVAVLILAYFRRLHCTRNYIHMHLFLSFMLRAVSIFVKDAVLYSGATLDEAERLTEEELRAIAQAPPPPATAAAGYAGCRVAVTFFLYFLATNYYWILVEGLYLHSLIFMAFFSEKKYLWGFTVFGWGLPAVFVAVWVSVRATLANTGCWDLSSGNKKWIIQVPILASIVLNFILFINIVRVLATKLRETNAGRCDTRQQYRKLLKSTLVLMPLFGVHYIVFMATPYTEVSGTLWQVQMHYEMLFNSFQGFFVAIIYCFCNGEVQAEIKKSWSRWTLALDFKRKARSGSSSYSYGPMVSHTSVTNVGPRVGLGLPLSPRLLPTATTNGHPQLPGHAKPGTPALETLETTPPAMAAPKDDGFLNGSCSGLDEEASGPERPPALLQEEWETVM
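HEK-293-derived GP2 cells expressing PTHR1 and a GloSensor cAMP reporter, 3,000/well, plated overnight, given luciferin plus IBMX (each 0.5 mM as added) for 1 h at 37 °C, then compound for 1 h at 37 °C. Luminescence was read after 15 min at room temperature.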
Akt phos inh: blocks phosphorylation of Akt | activity change, % for hits at 50 µM | 360,000 tested, 0.32% active | Neuro2A IGF-stimulated pAkt S473 HTRF, 20 min; active compounds read low; in the data active means activity change below about -80%; inconclusive means mostly about -51% to -80%; further: on the % scale 0 is the no-effect control and ±100 the full control effect
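Neuro2A cells in DMEM with 0.5% FBS, overnight at 37 deg C, given compound at single 50 µM final, then IGF (6 nM final) for 20 min at 37 deg C. Lysed; phospho-Akt Ser473 by HTRF after 24 h, 665/615 ratio.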
GLP1R inv ag: acts as inverse agonist at human GLP-1 receptor | P43220 | HEK293 GLP-1R CRE-luciferase, luminescence, 24 h; GLP-1R form is constitutively active | Potency, µM (doses to about 38.3 µM), without a hit: at the top dose activity change, negative = inhibition, actives largely listed as inhibitors | 410,000 tested, 1.6% active; further: potency means the concentration at half of the fitted maximal effect; on the % scale 0 is the no-effect control and ±100 the full control effect; nearly all actives have a fitted effect of over 55% in size
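qHTS in 1536-well format: reporter HEK293 cells expressing constitutive GLP-1R activity in DMEM + 10% Nu serum, 24 hr with compounds at 37 deg C, luminescence read after 12 min with detection reagent.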
aSyn yeast inh: inhibitors of alpha-synuclein toxicity in yeast; AID 652106; Potency, µM (highest dose often 46.1 µM), for inactives: top-dose growth rescue (activation), hits mostly activators; Yeast expressing alpha-synuclein, growth rescue, BacTiter-Glo, 24 h; 370,000 tested, 0.14% active; further: potency means the concentration at half of the fitted maximal effect; % of control where 0% means no effect; nearly all actives have a fitted effect of over 65% in size
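Screening used galactose-induced yeast with toxic alpha-synuclein levels, exposed to compound for 24 hr at 30 deg C. Cell growth, read with BacTiter-Glo luminescence, gave the measured signal.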
An asterisk follows results filed as active; i = inactive; ? = inconclusive; . = not tested or not shown; & = joins results of further samples; [ ] = remark or other dose. Unless noted, the call rests on the fitted dose curve; in most records, active means well fitted curve in the direction sought with a large enough effect; inconclusive means small, poorly fitted or top-dose-only effect, or another doubt; inactive means no such curve, though single readings can be large; an effect the other way counts as inactive or inconclusive. Not all compounds are listed (hit frequency here may not be typical).

| smiles | FUS suppressor | Abeta rescue | TDP43 rescue | DRD3 antagonist | GLP-1R agonist | PTHR1 agonist | Akt phos inh | GLP1R inv ag | aSyn yeast inh |
| --- | --- | --- | --- | --- | --- | --- | --- | --- | --- |
| COc1ccc(OC)c(C2C(C(N)=O)=C(C)Nc3nc(CCCO)nn32)c1 (stereo unspecified) | -31% | -5% | 0% | -1 | -2% | -6% | i | 13% | -1% |
| Cc1cccc(-n2cnc(C(=O)N/N=C\c3ccc(Br)cc3)c2)n1 | -16% | -4% | 3% | ? | -21% | -16% | i | 3% | 1% |
| CSc1ncc(Cl)c(C(=O)Nc2ccc(S(=O)(=O)Nc3nccc(C)n3)cc2)n1 | 5% | -5%&-7% | 20%&20% | -27 | -1% | -25% | i | 15%&16% | 1% |
| FC(F)(F)c1ccccc1NC(=S)Nc1cccc2cnccc12 | 42% | -25% | -21% | 2 | 2% | i | i | -2% | -8% |
| CCNC(=S)NCCN1CCOCC1 | . | 7% | 21% | -4 | 5% | -23% | i | 26% | 1% |
| O=C(NCC(=O)N1CCCCCCC1)c1ccc(Cl)cc1 | -2% | -15% | -28% | -7 | -7% | i | i | -29% | 0% |
| CCCCn1nc(C(=O)Nc2c(C)n(C)n(-c3ccccc3)c2=O)c2ccccc2c1=O | -4% | 13% | 2% | 11 | 1% | -14% | i | -11% | 0% |
| CCCCNC(=O)C(NC(=O)c1cccnc1)C(=O)c1ccccc1 (stereo unspecified) | 2% | -1% | ? | 12 | -4% | -2% | i | 26% | -4% |
| O=C(Cc1ccc(Br)cc1)Nc1ccc(S(=O)(=O)NCC2CCCO2)cc1 (stereo unspecified) | 39% | -12% | -24% | -13 | 10% | -24% | i | ? | 6% |
| Cc1noc(/C=C/N(C)C)c1S(=O)(=O)NC1CCCCC1 | 16% | 0% | 12% | 18 | -10% | i | i | ? | -1% |
| Cc1cc(C)c(NC(=O)COC(=O)CCc2ccc(S(=O)(=O)N3CCCCC3)cc2)c(C)c1 | 11% | -1% | 0%[9.22 µM] | 2 | 2% | i | i | 10% | -1% |
| COc1ccc(-c2noc(CCC(=O)Nc3ccc(C)c(C)c3)n2)cc1 | 6% | 8% | -11% | 24 | -3% | i | . | -37% | 0% |
| COC(=O)CCCNC(=O)c1ccc2nc(Cc3ccc(OC)cc3)oc2c1 | 6% | -6% | 13% | 11 | -3% | i | i | 9% | 3% |
| O=C(Oc1ccccc1Cl)c1ccc(-n2cncn2)nc1 | 12% | 0% | 28% | -13 | -13% | -8%[57.5 µM] | i | 1% | -14% |
| Cc1cc(NC(=O)c2cc([N+](=O)[O-])ccc2Cl)no1 | -11% | -17% | 3% | -24 | -8% | i | i | ? | 0% |
| Cc1ccc(-c2noc(C3CCCN(S(=O)(=O)c4ccc5ccccc5c4)C3)n2)o1 (stereo unspecified) | 39% | 1% | -9% | 9 | -1% | -7%[57.5 µM] | i | -9% | 8% |
| Cn1cc(CCNC(=O)CC2C(=O)NCCN2Cc2cccc(Oc3ccccc3)c2)cn1 (stereo unspecified) | ? | -14% | 0% | ? | 0% | i | i | 3% | -1% |
| COc1ccc(N2CC(C(=O)Nc3c4c(nn3-c3ccccc3)CS(=O)(=O)C4)CC2=O)cc1 (stereo unspecified) | 16% | 12% | 15% | -9 | -2% | i | i | ? | -5% |
| Cc1cccc2c1cnn2C(=O)CCC(=O)N1CC(C)CC(C)C1 (stereo unspecified) | 15% | 1% | 19% | 17 | 1% | -12% | i | -9% | 0% |
| COc1cccc(CNC(=O)CCn2nc(C)c3c(C)n(-c4ccccc4)nc3c2=O)c1 | -10% | -14% | -10% | . | . | i | . | 5% | . |

Reformatted as labelled records: entries from further up.
smiles: COc1cccc(CNC(=O)CCn2nc(C)c3c(C)n(-c4ccccc4)nc3c2=O)c1
- FUS suppressor: -10%
- Abeta rescue: -14%
- TDP43 rescue: -10%
- DRD3 antagonist: .
- GLP-1R agonist: .
- PTHR1 agonist: i
- Akt phos inh: .
- GLP1R inv ag: 5%
- aSyn yeast inh: .
smiles: Cc1cc(C)c(NC(=O)COC(=O)CCc2ccc(S(=O)(=O)N3CCCCC3)cc2)c(C)c1
- FUS suppressor: 11%
- Abeta rescue: -1%
- TDP43 rescue: 0%[9.22 µM]
- DRD3 antagonist: 2
- GLP-1R agonist: 2%
- PTHR1 agonist: i
- Akt phos inh: i
- GLP1R inv ag: 10%
- aSyn yeast inh: -1%
smiles: COC(=O)CCCNC(=O)c1ccc2nc(Cc3ccc(OC)cc3)oc2c1
- FUS suppressor: 6%
- Abeta rescue: -6%
- TDP43 rescue: 13%
- DRD3 antagonist: 11
- GLP-1R agonist: -3%
- PTHR1 agonist: i
- Akt phos inh: i
- GLP1R inv ag: 9%
- aSyn yeast inh: 3%
smiles: Cc1ccc(-c2noc(C3CCCN(S(=O)(=O)c4ccc5ccccc5c4)C3)n2)o1 (stereo unspecified)
- FUS suppressor: 39%
- Abeta rescue: 1%
- TDP43 rescue: -9%
- DRD3 antagonist: 9
- GLP-1R agonist: -1%
- PTHR1 agonist: -7%[57.5 µM]
- Akt phos inh: i
- GLP1R inv ag: -9%
- aSyn yeast inh: 8%

Next part:
Results follow in this order: FUS suppressor, Abeta rescue, TDP43 rescue, DRD3 antagonist, GLP-1R agonist, PTHR1 agonist, Akt phos inh, GLP1R inv ag, aSyn yeast inh
> CCOC(=O)C1CCCN(Cc2nc(Cc3cccc(F)c3)no2)C1 (stereo unspecified)
→ -3%, 9%, 14%, -5, 3%, -33%[inhibitor], i, -19%, 0%
> COCCn1c(N)c(N(Cc2ccccc2)C(=O)Cc2ccccc2F)c(=O)[nH]c1=O
→ 8%, 6%, ., -1, 0%, -6%, i, 11%, 0%
> CN(CC(=O)NCCc1ccc(S(N)(=O)=O)cc1)Cc1ccc(Cl)cc1Cl
→ 0%, -14%, 5%, 16, 11%, -33%[inhibitor], i, 5%, -1%
> CCOC(=O)Cc1csc(NC(=O)Cn2c(=O)oc3ccccc32)n1
→ 0%, -1%, -20%, -9, 3%, -13%, i, -21%, 4%
> Cc1ccc(NC(=O)CN(C)C(=O)COc2ccc(Br)cc2)cc1
→ -12%, 12%, 22%, ?, 0%, i, i, ?, -1%
> O=C(CCc1ccccc1)NC(=S)Nc1cccc(Br)c1
→ ., 8%, -16%, 17, 3%, -9%, i, ?, -13%
> Cc1ccc(CN(C(=O)Nc2cccc(Cl)c2)c2ccccn2)cc1
→ 29%, 9%, 9%, ., ., i, ., ?, .
> COc1ccc(Br)cc1CNC(C)c1ccccc1 (stereo unspecified)
→ 2%, 2%, -32%[inhibitor], ?, 5%, i, i, ?, -6%
> CCOC(=O)c1sc2ncn(CC(=O)Nc3ccc(N(C)C)cc3)c(=O)c2c1C
→ 8%, -9%, 3%, ., 1%, -23%, ., -3%, .
> OCCOCCOc1ccccc1OCCOCCO
→ 29%, -18%, -19%, -4, -1%, -4%, i, 6%, -2%
> COc1ccc(/C=N/N2CCN(C3c4ccccc4-c4ccccc43)CC2)cc1O
→ ., 18%, 21%, -25, -4%, i, i, ?, 12%
> CCCc1cc(=O)oc2c3c(c4c(c12)OC(C)(C)C=C4)OC(C)C(C)C3O (stereo unspecified)
→ ?, -24%, ?, 17, -7%, i, i, ?, -30%[inhibitor]
> Clc1ccc(CSc2ncnc3nc[nH]c23)cc1
→ -12%, -13%, ?, -10, 0%, -23%, i, -2%, 2%
> NS(=O)(=O)c1ccc(CCNC(=O)COC(=O)Cc2ccc(Cl)cc2)cc1
→ -10%, 2%, 16%, 14, -7%, -24%, i, 12%, -5%
> CCOCCSc1n[nH]c(=O)n1CCc1ccccc1
→ -12%, -2%, 1%, -4, -2%, -17%, i, 10%, 3%
> Cc1sc2nc(C3CCCCC3)nc(SCC(=O)N3CC(=O)Nc4ccccc43)c2c1C
→ 3%, 11%, -1%, -8, -7%, i, i, -9%, -1%
> CC1CCN(C(=O)CSc2nc(N)c(NC(=O)c3ccccc3)c(=O)[nH]2)CC1
→ 11%, -2%, -6%, 5, -1%, i, i, -7%, 0%
> Cc1cc(NCCN2CCOCC2)c2ccc3ccccc3c2n1
→ -16%, 0%, -4%, -12, -2%, 13%, i, ?, -1%
> COc1ccc(NC(=O)C2C(c3ccccc3)C2(Cl)Cl)cc1 (stereo unspecified)
→ 6%, -4%, ?, -1, -3%, -27%, i, 10µM*, 2%
> O=C(CC(=O)c1cccc([N+](=O)[O-])c1)Nc1ccccc1Cl
→ -4%, -36%[inhibitor], -8%, -7, 5%, -22%, i, 9%, -11%
> COc1ccc(N(C)S(=O)(=O)c2cccc(C(=O)Nc3ccc(N4CCOCC4)cc3)c2)cc1
→ ?, -31%, 3%, 37, -5%, -95%[inhibitor], i, ?, -3%
> c1cnc2ccc(C(c3nnnn3C3CCCC3)N3CCN(c4nc5ccccc5s4)CC3)cc2c1 (stereo unspecified)
→ -15%, 19%, 19%, -15, -19%, -15%, i, ?, 14%
> C/C(=N\NC(=O)c1ccccc1)c1ccc(NC(=O)c2cccs2)cc1
→ ., -14%, -11%, 13, 18%, -5%, i, 7%, -2%
> COc1ccccc1NC(=O)CSc1oc(-c2ccccc2)nc1S(=O)(=O)c1ccc(C)cc1
→ 37%, -7%, 11%, ., ., -19%, ., -29%, .
> Cc1cc(=O)oc2c(C(=O)c3ccccc3)c(OCC(N)=O)ccc12
→ 3%, -13%, 4%, 2, 0%, -2%, i, 28%, -3%
